Bioassay records from PubChem BioAssay.
STK33 kin inh = blocks human STK33 kinase activity. ADP-Glo luminescence, MBP substrate. inhibition, % at 12.5 µM. 27,000 compounds, 0.44% hits; in the data active means inhibition above about 20%
Target sequence (Q9BYT3 whole entry, looked up): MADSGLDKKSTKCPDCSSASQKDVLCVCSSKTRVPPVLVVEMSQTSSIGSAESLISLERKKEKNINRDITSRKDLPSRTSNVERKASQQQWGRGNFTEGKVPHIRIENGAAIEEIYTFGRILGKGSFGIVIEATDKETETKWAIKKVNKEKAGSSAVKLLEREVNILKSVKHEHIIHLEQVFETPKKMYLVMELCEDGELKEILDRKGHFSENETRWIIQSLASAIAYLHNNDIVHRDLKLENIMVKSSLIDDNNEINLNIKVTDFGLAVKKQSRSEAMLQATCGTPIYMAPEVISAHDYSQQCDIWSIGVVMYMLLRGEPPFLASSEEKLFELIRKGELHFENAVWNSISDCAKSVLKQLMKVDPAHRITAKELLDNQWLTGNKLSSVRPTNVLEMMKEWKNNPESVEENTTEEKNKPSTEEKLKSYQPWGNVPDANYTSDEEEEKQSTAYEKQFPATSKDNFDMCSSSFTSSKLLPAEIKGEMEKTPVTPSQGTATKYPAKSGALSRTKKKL
p53 PUMA act = restores mutant p53 pathway signaling in SW480 cells; SW480 PUMA-promoter luciferase, p53 mutant reactivation; activation, % at 9.98 µM; 28,000 compounds, 1.5% hits; in the data active means activation above about 52%
Numbers without * were called inactive; / = not tested or not shown. This is a subset. The share of hits here may be higher or lower than overall.

SMILES	STK33 kin inh	p53 PUMA act
C[C@@H]1CN([C@@H](C)CO)C(=O)CCCn2cc(nn2)CO[C@@H]1CN(C)Cc1ccccc1C(F)(F)F	2	/
C[C@@H]1CCCCO[C@H](CN(C)C)[C@@H](C)CN([C@@H](C)CO)C(=O)c2cc(NC(=O)CCC(F)(F)F)ccc2O1	/	1
C[C@@H]1CCCCO[C@H](CN(C)S(C)(=O)=O)[C@H](C)CN([C@@H](C)CO)C(=O)c2cc(NS(=O)(=O)c3ccccc3)ccc2O1	/	-1
COc1cc2cc(Oc3ccc4ccc(=O)oc4c3)c(=O)oc2cc1OC(C)=O	/	2
COc1ccc(NC(=O)N(C)C[C@H]2Oc3ccc(NC(=O)CCC(F)(F)F)cc3C(=O)N([C@@H](C)CO)C[C@@H]2C)cc1	1	/
C=C(C)[C@@H]1CC[C@]2(C(=O)O)CC[C@]3(C)C(CCC4[C@@]5(C)C[C@@H](O)[C@H](O)C(C)(C)C5CC[C@]43C)C12 (some centres not stated)	-9	-27
Cc1noc(C)c1S(=O)(=O)Nc1ccc2c(c1)C(=O)N([C@H](C)CO)C[C@H](C)[C@H](CN(C)C(=O)Nc1ccccc1)OCCCC[C@H](C)O2	/	-1
CC(C)NC(=O)N(C)C[C@H]1Oc2ccc(NC(=O)Nc3ccccc3)cc2CC(=O)N([C@H](C)CO)C[C@H]1C	0	/
COc1ccc(S(=O)(=O)Nc2ccc3c(c2)C(=O)N([C@H](C)CO)C[C@H](C)[C@@H](CN(C)Cc2ccc(C(F)(F)F)cc2)OCCCC[C@@H](C)O3)cc1	-2	/
COc1ccccc1NC(=O)CNC(=O)c1ccc(OC)c(OC)c1	-1	1
COc1ccc([Si](C)(C)[C@@H]2[C@@H](CCn3cc([C@H](O)c4ccccc4)nn3)O[C@]3(C(=O)N(C)c4ccccc43)[C@H]2C)cc1	1	/
C[C@H]1CN([C@@H](C)CO)C(=O)Cc2cc(NC(=O)CCC(F)(F)F)ccc2O[C@H]1CN(C)Cc1ccc2c(c1)OCO2	-5	9
C[C@@H]1CCCCO[C@H](CN(C)C(=O)CCC(F)(F)F)[C@H](C)CN([C@H](C)CO)C(=O)c2cc(NC(=O)Cc3ccccc3)ccc2O1	/	-12
CC(C)NC(=O)N(C)C[C@H]1OCCCC[C@H](C)Oc2ccc(NC(=O)Nc3ccc(C(F)(F)F)cc3)cc2C(=O)N([C@H](C)CO)C[C@@H]1C	/	-46
C[C@H](CO)N1C[C@H](C)[C@H](CN(C)Cc2ccc3c(c2)OCO3)Oc2ccc(NC(=O)Cc3ccccc3)cc2CC1=O	0	/
C[C@@H]1CN([C@@H](C)CO)S(=O)(=O)c2ccc(C#Cc3ccccc3F)cc2O[C@H]1CN(C)C(=O)Cc1ccccc1	/	-71
C[C@@H]1CCCCO[C@H](CN(C)Cc2ccc(C(=O)O)cc2)[C@@H](C)CN([C@H](C)CO)C(=O)c2cc(NS(=O)(=O)c3ccc(Cl)cc3)ccc2O1	-2	/
Cc1cccc(OCC(=O)Nc2ccccc2CO)c1C	-3	69*
N#Cc1c(NC(=O)CSc2nnc(-c3ccccc3O)n2-c2ccccc2)sc2c1CCCC2	1	1
C[C@H]1CN([C@@H](C)CO)C(=O)Cc2cc(NS(C)(=O)=O)ccc2O[C@@H]1CN(C)C(=O)Nc1ccc(C(F)(F)F)cc1	0	8
C[C@@H]1CN([C@H](C)CO)C(=O)c2cccc(NC(=O)c3ccncc3)c2O[C@H]1CN(C)S(=O)(=O)c1cn(C)cn1	/	0
Oc1c(I)cc(Cl)c2cccnc12	1	/
C[C@@H]1CN([C@H](C)CO)S(=O)(=O)c2ccc(-c3ccc(C(=O)N(C)C)cc3)cc2O[C@H]1CN(C)C(=O)Cc1ccccn1	/	12
COc1ccc(CN(C)C[C@@H]2Oc3ccc(NS(=O)(=O)c4ccc(Cl)cc4)cc3CC(=O)N([C@@H](C)CO)C[C@H]2C)cc1	/	-3
C[C@@H]1O[C@@H](Oc2ccc(-c3coc4cc(O[C@@H]5O[C@@H](C)[C@H](O)[C@@H](O)[C@H]5O)cc(O)c4c3=O)cc2)[C@H](O)[C@H](O)[C@H]1O	-7	-4
C[C@H]1CN([C@@H](C)CO)C(=O)c2cc(C#Cc3ccccn3)cnc2O[C@@H]1CN(C)CC1CCOCC1	/	21
Cc1ccsc1C1C(C(=O)c2ccco2)C(=O)C(=O)N1Cc1ccco1 (configuration not stated)	1	17
CC(C)NC(=O)Nc1ccc2c(c1)C(=O)N([C@@H](C)CO)C[C@@H](C)[C@H](CN(C)S(=O)(=O)c1cn(C)cn1)OCCCC[C@H](C)O2	/	4
c1cc2c3c(c1)c1c(n3CCNC2)CCCC1	/	3
O=C(O)C1C2CCC(O2)C1C(=O)Nc1ccc(S(=O)(=O)N2CCc3ccccc32)cc1 (configuration not stated)	-1	-3
COc1ccc(Br)cc1CNCCN1CCOCC1	0	-2
Cc1noc(C)c1S(=O)(=O)Nc1ccc2c(c1)CC(=O)N([C@H](C)CO)C[C@H](C)[C@H](CN(C)CC1CCCCC1)O2	-3	/
O=C(C1=C[C@@H](c2ccc3c(c2)Cc2ccccc2-3)C[C@@H](OCc2ccc(CO)cc2)O1)N1CCCCC1	3	/
C[C@H]1CN([C@@H](C)CO)C(=O)c2cccc(NC(=O)Nc3ccc(C(F)(F)F)cc3)c2O[C@@H]1CN(C)Cc1ccc(Oc2ccccc2)cc1	/	-10
COC(=O)c1cc(NC(=O)CN(c2ccccc2F)S(C)(=O)=O)ccc1Cl	0	6
C[C@H]1CN([C@@H](C)CO)C(=O)c2cccc(NC(=O)c3nc4ccccc4s3)c2O[C@@H]1CN(C)S(=O)(=O)c1cccs1	/	8
O=C(Nc1cccc(OCC(=O)N2CCOCC2)c1)C1CCCCC1	-1	2
COc1ccc(OCC(=O)Nc2cc(OC)c(Cl)cc2OC)cc1	4	82*
CC(CNc1ccccc1)C(=Nc1ccccc1)Nc1ccccc1 (configuration not stated)	8	/
O=C1c2ccccc2C(=O)N1CC1CCN(Cc2cccc(OCCO)c2)CC1	-1	/

Look-ups from the results shown:
Cc1cccc(OCC(=O)Nc2ccccc2CO)c1C in STK33 kin inh has -3
C[C@H]1CN([C@@H](C)CO)C(=O)c2cccc(NC(=O)Nc3ccc(C(F)(F)F)cc3)c2O[C@@H]1CN(C)Cc1ccc(Oc2ccccc2)cc1 in p53 PUMA act has -10
C[C@@H]1CCCCO[C@H](CN(C)Cc2ccc(C(=O)O)cc2)[C@@H](C)CN([C@H](C)CO)C(=O)c2cc(NS(=O)(=O)c3ccc(Cl)cc3)ccc2O1 in STK33 kin inh has -2
COC(=O)c1cc(NC(=O)CN(c2ccccc2F)S(C)(=O)=O)ccc1Cl in STK33 kin inh has 0
Cc1ccsc1C1C(C(=O)c2ccco2)C(=O)C(=O)N1Cc1ccco1 (configuration not stated) in STK33 kin inh has 1

In the list so far, these have a COOH group.
SMILES	STK33 kin inh	p53 PUMA act
C=C(C)[C@@H]1CC[C@]2(C(=O)O)CC[C@]3(C)C(CCC4[C@@]5(C)C[C@@H](O)[C@H](O)C(C)(C)C5CC[C@]43C)C12 (some centres not stated)	-9	-27
C[C@@H]1CCCCO[C@H](CN(C)Cc2ccc(C(=O)O)cc2)[C@@H](C)CN([C@H](C)CO)C(=O)c2cc(NS(=O)(=O)c3ccc(Cl)cc3)ccc2O1	-2	/
O=C(O)C1C2CCC(O2)C1C(=O)Nc1ccc(S(=O)(=O)N2CCc3ccccc32)cc1 (configuration not stated)	-1	-3

Remaining list, next part
SMILES	STK33 kin inh	p53 PUMA act
C[C@@H]1CN([C@@H](C)CO)C(=O)c2cc(NC(=O)Nc3ccc4c(c3)OCO4)ccc2O[C@@H]1CN(C)Cc1ccncc1	13	-1
C[C@H]1CN([C@@H](C)CO)C(=O)c2cc(NC(=O)C3CC3)ccc2O[C@@H]1CN(C)C(=O)NC1CCCCC1	-5	/
O=C(COc1cccc(NC(=O)c2ccc(Br)cc2)c1)c1ccc(F)cc1	4	6
C[C@@H]1CN([C@@H](C)CO)C(=O)Cc2cc(NC(=O)c3ccncc3)ccc2O[C@@H]1CN(C)S(C)(=O)=O	0	/
Cc1nnc(SCC(=O)Nc2ccc(Br)cc2F)s1	-2	4
C[C@H]1CN([C@@H](C)CO)C(=O)c2cccc(NC(=O)c3ccc(-c4nccs4)cc3)c2O[C@H]1CN(C)S(=O)(=O)c1cccs1	9	-6
CC(C)N(Cc1nc(-c2ccccc2)no1)S(=O)(=O)c1ccc(Br)cc1	1	17
COc1nc(Oc2ccc(=O)[nH]n2)nc(N2CCOCC2)n1	0	3
C[C@H](CO)N1C[C@H](C)[C@@H](CN(C)S(=O)(=O)c2cn(C)cn2)OCCCC[C@H](C)Oc2ccc(NS(C)(=O)=O)cc2C1=O	/	6
CC1=C(C(=O)Nc2ccccc2C)C(c2cccc(F)c2)n2nc(CCCO)nc2N1 (configuration not stated)	-2	-7
COc1ccc(NC(=O)COc2ccc(Cl)c(C)c2)c([N+](=O)[O-])c1	-1	74*
Cc1noc(C)c1NC(=O)N(C)C[C@@H]1Oc2ccc(NC(=O)Cn3cnnn3)cc2CC(=O)N([C@@H](C)CO)C[C@@H]1C	1	/
C[C@@H]1CCCCO[C@H](CN(C)Cc2ccc3c(c2)OCO3)[C@@H](C)CN([C@H](C)CO)C(=O)c2cc(NS(=O)(=O)c3ccc(F)cc3)ccc2O1	-2	/
CC1CN(CCCn2c3ccccc3c3ccccc32)CC(C)N1 (configuration not stated)	/	-16
Cc1ccc(NC(=O)CCCN2C(=O)c3ccccc3C2=O)c([N+](=O)[O-])c1	2	28
COC(=O)c1c(NC(=S)Nc2cccc(NC(C)=O)c2)sc(C(=O)N(C)C)c1C	1	2
C[C@@H]1CN([C@@H](C)CO)C(=O)c2cccc(NS(=O)(=O)c3ccc(F)cc3)c2O[C@H]1CN(C)Cc1ccc(C(F)(F)F)cc1	/	-4
C[C@H](CO)N1C[C@H](C)[C@H](CN(C)CC2CC2)OCc2cnnn2CCCC1=O	4	/
C[C@@H]1CCCCO[C@H](CN(C)C(=O)Nc2ccc(C(F)(F)F)cc2)[C@@H](C)CN([C@H](C)CO)C(=O)c2cc(NC(=O)Nc3ccccc3)ccc2O1	-2	/
C[C@H](CO)N1C[C@H](C)[C@@H](CN(C)C(=O)Nc2cccc3ccccc23)Oc2c(NC(=O)c3ccc(-c4nccs4)cc3)cccc2C1=O	1	-15

Pulled by compound from the list above:
SMILES	STK33 kin inh	p53 PUMA act
CC1CN(CCCn2c3ccccc3c3ccccc32)CC(C)N1 (configuration not stated)	/	-16
Cc1ccc(NC(=O)CCCN2C(=O)c3ccccc3C2=O)c([N+](=O)[O-])c1	2	28

The list continues:
SMILES	STK33 kin inh	p53 PUMA act
Cc1cc(C)cc(NC(=O)CN(c2ccc(Cl)cc2Cl)S(C)(=O)=O)c1	2	-12
C[C@@H]1CN([C@@H](C)CO)C(=O)c2ccccc2-c2ccccc2CO[C@@H]1CN(C)S(=O)(=O)Cc1ccccc1	/	8
COc1cc(NC(=O)C(C)N2C(=O)C3CC=C(Cl)CC3C2=O)ccc1[N+](=O)[O-] (configuration not stated)	1	-5
COc1cc(C)c(Cl)cc1S(=O)(=O)NCc1ccccn1	1	16
CCOC(=O)c1c(NC(=O)c2cc(-c3cccnc3)nc3c(C)cc(C)cc23)sc(C(C)=O)c1C	-1	4
COc1ccccc1CC(=O)Nc1ccc(-c2noc(-c3ccccc3C)n2)cc1	-1	31
CNC[C@H]1Oc2ccc(NS(=O)(=O)c3cccs3)cc2CC(=O)N([C@H](C)CO)C[C@@H]1C	/	2
Cc1ccccc1-c1ccc2c(c1)O[C@H](CN(C)C)[C@H](C)CN([C@H](C)CO)S2(=O)=O	/	3
COc1ccc(S(=O)(=O)N(C)C[C@H]2OCCCC[C@@H](C)Oc3ccc(NC(=O)NC4CCCCC4)cc3C(=O)N([C@H](C)CO)C[C@@H]2C)cc1	-2	/
COc1ccc(-c2cnc3c(c2)C(=O)N([C@H](C)CO)C[C@@H](C)[C@H](CN(C)Cc2ccccn2)O3)cc1	/	-5
Cc1c(Br)c([N+](=O)[O-])nn1C(C)C(=O)NCc1cccnc1 (configuration not stated)	3	7
C[C@H](CO)N1C[C@H](C)[C@H](CN(C)C(=O)Nc2cccc3ccccc23)Oc2ccc(NC(=O)C3CCCCC3)cc2C1=O	-1	/
Cn1c(=O)[nH]c(=O)c2c1ncn2CCNCc1ccco1	-1	0
C[C@H](CO)N1C[C@H](C)[C@@H](CN(C)C(=O)NC2CCCCC2)OCCCC[C@H](C)Oc2ccc(NS(=O)(=O)c3cn(C)cn3)cc2C1=O	/	7
COc1cccc(CN(C)C[C@H]2OCc3ccccc3-c3ccccc3C(=O)N([C@@H](C)CO)C[C@H]2C)c1	/	-28
Cc1cc(OCc2nc3ccccc3s2)ccc1NC(=O)c1cccc(F)c1	1	3
COc1ccc(NC(=O)CSc2nnc(-c3cccs3)n2-c2ccc(F)cc2)cc1	-3	-12
CS(=O)(=O)Nc1c(O)ccc2c1CCCC2C1=NCCN1 (configuration not stated)	/	13
Cc1ccc(S(=O)(=O)N(C)C[C@H]2OCCCC[C@@H](C)Oc3ccc(N(C)C)cc3C(=O)N([C@H](C)CO)C[C@@H]2C)cc1	3	/
CCOc1ccccc1NC(=O)c1c(NC(=O)CN2CCOCC2)sc2c1CCC2	-1	-14
CCOC(=O)c1c(NC(=O)CSc2nc3c(cc2C#N)CCCC3)sc2c1CCCC2	-1	-7
COC(=O)c1cc(C(=O)NCc2ccccn2)cc([N+](=O)[O-])c1	3	0
Cc1ccnc(SCC(=O)Nc2ccc(Br)cc2F)n1	-4	2
COc1ccc(OCC(=O)Nc2ccc3oc(-c4ccc(C)cc4C)nc3c2)cc1	1	6
Cc1c(NC(=O)COc2ccc(C(C)(C)C)cc2)cccc1C(=O)O	2	24
COc1cc(C2c3cc(O)c(OC)cc3CC(CO)C2CO[C@@H]2O[C@H](CO)[C@@H](O)[C@H](O)[C@H]2O)ccc1O (some centres not stated)	0	0

Among those listed so far, 2 contain an NH in an aromatic ring:
SMILES	STK33 kin inh	p53 PUMA act
COc1nc(Oc2ccc(=O)[nH]n2)nc(N2CCOCC2)n1	0	3
Cn1c(=O)[nH]c(=O)c2c1ncn2CCNCc1ccco1	-1	0
